LEDGF integ inh – blockers of LEDGF/p75-dependent integrase strand transfer – biochemical, TR-FRET, high throughput, primary screen. HIV-1 integrase (with human LEDGF/p75). TR-FRET IN-LEDGF/p75 DNA integration, Eu/Cy5. inhibition, % at 3.7 µM. 370,000 compounds, 0.64% hits;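 active = inhibition above the screen-wide mean plus 3 SD, cut at about 13% in these data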;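 also: signal is the Cy5 over europium emission ratio at 671 and 618 nm; 0% = plate median of compound wells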
Tn7 DDE FP – inhibitors of Tn7 peptide binding to fibrin DD(E), primary screen, biochemical, fluorescence polarization, human fibrin, Tn7 probe; Fibrinogen beta chain (Homo sapiens), P02675; FP displacement of FITC-Tn7 peptide from fibrin DD(E); 0% = median of compound wells per plate; inhibition, % at 8.3 µM; 370,000 compounds, 0.13% hits;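 active = inhibition above the mean of compounds falling within the control limits plus 3 SD of them, cut at about 14% in these data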;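 also: 0% = plate median of compound wells and 100% = 10 µM Aha-Tn7 peptide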
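Also added: labelled Tn7 tracer, 0.1 µM; Assay system: human fibrin DD(E) protein; Amount: 2 µM fibrin DD(E); Schedule: 10 min compound pre-incubation, 3 h probe incubation at room temperature; Repeats: one replicate per compound; Read-out basis: percent inhibition; Measured by: fluorescence polarization of the labelled Tn7 tracer.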
TCR-CD3 inh – inhibitors of human TCR-CD3 interaction, primary screen, biochemical, fluorescence, TAMRA-labeled TCR probe; T-cell receptor (TCR); inhibition, % at 9.4 µM; 360,000 compounds, 0.37% hits; in the data active = inhibition above about 19%;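 also: recombinant mutant TCR 2C K166C tagged with TAMRA read by polarization; 0% = receptor in buffer alone and 100% = receptor with positive control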
KLK7 zymogen act – proKLK7 zymogen activators, primary screen, biochemical, fluorescence intensity; Kallikrein-7 (Homo sapiens), P49862; purified proKLK7, EDANS-DABCYL substrate fluorescence; 100% is mature enzyme control, 0% vehicle; activation, % at 7 µM; 370,000 compounds, 0.9% hits; AID 652039, 2013;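 active = activation above the mean of all tested compounds plus 3 SD, computed per campaign excluding outliers beyond control limits, cut at about 13% in these data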
Target sequence (P49862 whole entry, looked up): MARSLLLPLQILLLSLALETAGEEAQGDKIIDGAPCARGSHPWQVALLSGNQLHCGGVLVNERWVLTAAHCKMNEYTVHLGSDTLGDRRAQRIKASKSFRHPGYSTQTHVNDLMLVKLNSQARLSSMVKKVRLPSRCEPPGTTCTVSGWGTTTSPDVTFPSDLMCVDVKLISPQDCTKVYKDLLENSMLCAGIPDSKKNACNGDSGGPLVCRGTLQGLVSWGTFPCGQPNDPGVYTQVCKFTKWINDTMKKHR
MBD2 inh – inhibitors of MBD2 binding to methylated DNA, primary screen, biochemical, TR-FRET, DNA-binding domain, human; Methyl-CpG-binding domain protein 2 (Homo sapiens), Q9UBB5; MBD2 binding to methylated oligonucleotide; inhibition, % at 4.4 µM; 370,000 compounds, 0.31% hits; AID 686964, 2013; in the data active = inhibition above about 13%
PRMT1 FP inh – PRMT1 methyltransferase inhibitors, primary screen, biochemical, fluorescence polarization; Protein arginine N-methyltransferase 1 (Homo sapiens), Q99873; recombinant PRMT1, activity-based probe fluorescence polarization; inhibition, % at 2.79 µM; 370,000 compounds, 1.3% hits;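 active = inhibition above about 21% made by adding two undisclosed values, limit read from the data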
Target sequence (Q99873 whole entry, looked up): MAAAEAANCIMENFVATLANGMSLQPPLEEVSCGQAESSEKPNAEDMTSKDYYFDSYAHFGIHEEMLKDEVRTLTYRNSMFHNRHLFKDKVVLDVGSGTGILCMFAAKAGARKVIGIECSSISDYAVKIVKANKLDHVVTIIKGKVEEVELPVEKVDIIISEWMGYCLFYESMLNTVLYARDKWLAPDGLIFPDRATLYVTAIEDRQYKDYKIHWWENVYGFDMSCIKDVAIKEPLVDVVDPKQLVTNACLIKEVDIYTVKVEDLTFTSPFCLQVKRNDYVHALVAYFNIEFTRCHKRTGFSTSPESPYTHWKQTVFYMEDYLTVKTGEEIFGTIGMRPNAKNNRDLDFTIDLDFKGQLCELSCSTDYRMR
UHRF1 binding – UHRF1 methylated DNA binding inhibitors, primary screen, counter-screen for MBD2 inhibitor project, biochemical, TR-FRET, human UHRF1, single concentration; 370,000 compounds, 0.75% hits; UHRF1 binding to methylated oligo; inhibition, % at 4.4 µM; in the data active = inhibition above about 21%;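 also: UHRF1 SRA domain binding a hemimethylated CpG hairpin DNA probe; 0% = median of test compound wells and 100% = reference inhibitor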
DDE Tn6 FP inh – inhibitors of Tn6 peptide binding to fibrin DD(E), primary screen, biochemical, fluorescence polarization, human fibrin, Tn6 probe; inhibition, % at 8.3 µM; Fibrin DD(E) TRITC-Tn6 fluorescence polarization displacement; Fibrinogen beta chain (Homo sapiens), P02675; 370,000 compounds, 0.21% hits;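 active = inhibition above a per-campaign cutoff: mean of compounds within control limits plus 3 SD, cut at about 15% in these data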;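 also: 0% = median of all compound wells on the plate and 100% = blocking peptide control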
TDP2 inh – human TDP2 enzyme inhibitors, primary screen, biochemical, epi absorbance, recombinant enzyme; Tyrosyl-DNA phosphodiesterase 2 (Homo sapiens), O95551; T5PNP hydrolysis, p-nitrophenol absorbance 415 nm; inhibition, % at 12.8 µM; 370,000 compounds, 0.34% hits; AID 720702, 2013;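 active = inhibition above the mean of all tested compounds plus 3 SD, set per campaign, cut at about 25% in these data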;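 also: 0% = DMSO with enzyme and 100% = buffer with substrate but no TDP2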
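Evaluation: % inhibition relative to enzyme-containing and enzyme-free wells. Material: recombinant human TDP2. Benchmarks: enzyme-free and DMSO wells. Timing: enzyme reaction with compound for 2 h at 37 °C. Compound dosing: 12.8 µM only. Measured by: p-Nitrophenol epi absorbance. Reagent: T5PNP substrate at 5 mM, a TopII-DNA adduct mimic. Replication: single well per compound.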
SIAE primary – human SIAE inhibitors, primary screen, biochemical, fluorescence polarization, FP-Rh probe, 1536-well HTS; Sialate O-acetylesterase (Homo sapiens), Q9HAT2; SIAE FP-Rh probe binding; inhibition, % at 9.66 µM; 370,000 compounds, 0.69% hits;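 active = inhibition above a cutoff: mean of compounds within the control limits plus 3 SD of those, cut at about 17% in these data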;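 also: 0% = plate median of compound wells and 100% = probe without SIAE protein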
The depositor's hits bear a star; · = no result given.

no. | canonical_smiles | LEDGF integ inh | Tn7 DDE FP | TCR-CD3 inh | KLK7 zymogen act | MBD2 inh | PRMT1 FP inh | UHRF1 binding | DDE Tn6 FP inh | TDP2 inh | SIAE primary
1 | O=C(NCc1ccc(Cl)cc1)C1CCCN(c2cnccn2)C1 (configuration not stated) | 2 | -5 | -3 | 0.4 | -6 | -5 | -1 | 3 | -13 | 1
2 | COc1ccc2oc(C(=O)N3CCN(S(=O)(=O)c4c(C)c(C)cc(C)c4C)CC3)c(C)c2c1 | -1 | -4 | -3 | 0.3 | 3 | 2 | 8 | -6 | 7 | 1
3 | Cc1ccc(Nc2nc(N3CCOCC3)nc(N3CCOCC3)n2)cc1C | 0 | -5 | -10 | 0.2 | 0 | -2 | 1 | -8 | -7 | 3
4 | O=C(CCN1C(=O)c2ccccc2S1(=O)=O)Nc1cccc2ccccc12 | -5 | 5 | -1 | -0.2 | 3 | 0 | 13 | 4 | 5 | -4
5 | O=C(CSc1nc2ccccc2[nH]1)Nc1ccccc1F | -2 | 5 | -2 | -0.1 | -2 | -2 | 2 | 1 | -8 | -5
6 | COc1ccc(-c2cc3ccc(OCC(C)=O)cc3oc2=O)cc1 | 11 | 2 | 0 | 27* | 12 | -1 | 23* | -5 | 8 | 4
7 | Cc1c(N=C2N=C(NC(=O)c3ccc(F)cc3)c3ccccc32)c(=O)n(-c2ccccc2)n1C | -2 | 1 | 0 | -0.4 | -3 | 1 | 0 | 9 | -10 | -2
8 | O=C(COC(=O)CNC(=O)c1ccc(Cl)c([N+](=O)[O-])c1)NC(=O)c1ccccc1 | -1 | 2 | -6 | -1.0 | 5 | 2 | -1 | -1 | 15 | 4
9 | Cc1cccc(C)c1NC(=O)CCS(=O)(=O)c1cccc2nsnc12 | -2 | -6 | 3 | 0.7 | -1 | 3 | -4 | 6 | 5 | 2
10 | C=CCOc1c(OC)cc(/C=N/Nc2cccc(C(=O)O)c2)c(Br)c1Br | 3 | -6 | 1 | 0.7 | 3 | 7 | 9 | -6 | -4 | 8
11 | Cc1ccc(C(=O)Nc2ccc(N3CCN(S(C)(=O)=O)CC3)cc2)cc1 | 0 | -3 | 3 | 0.3 | 3 | 2 | -2 | 2 | 8 | -7
12 | Cc1ccc(C(=O)NCC(=O)NCC(=O)OCC(=O)c2ccc([N+](=O)[O-])cc2)cc1 | 2 | -8 | 5 | 0.1 | -5 | 63* | -3 | -2 | -11 | 1
13 | C/C(=N\Nc1nc(C(=O)O)cs1)c1ccccc1 | 3 | 1 | 9 | -0.4 | 1 | 9 | 0 | 1 | -2 | 4
14 | NC(=O)c1ccc(Nc2ccc([N+](=O)[O-])cc2[N+](=O)[O-])cc1 | 5 | -2 | 0 | 0.8 | -10 | -3 | 0 | -5 | -2 | -1
15 | CCCCCCN1Cc2ccccc2C1 | 0 | -1 | 2 | 0.3 | -1 | -1 | 2 | 0 | 7 | 9
16 | O=C(COC(=O)c1ccc(N2CCCC2=O)cc1)c1ccccc1 | -3 | 1 | -2 | 0.6 | 3 | 3 | 6 | 0 | 8 | -3
17 | CCOc1ccccc1C(=O)N1CCC(n2nnc3cc(C(F)(F)F)ccc32)CC1 | 3 | 11 | 5 | -0.1 | 4 | -2 | -1 | 0 | -2 | -3
18 | COc1ccc(CCN2CC(C(=O)Nc3ccc(S(C)(=O)=O)cc3)CC2=O)cc1OC (configuration not stated) | 4 | -5 | 5 | 0.4 | -5 | 2 | -1 | -6 | 0 | 2
19 | Cc1cc(/C=C2/NC(=O)NC2=O)c(C)n1-c1ccncc1 | -3 | -1 | 7 | 1.5 | -4 | 1 | -4 | 8 | -5 | 3
20 | c1ccc(N=C2SCCCS2)cc1 | 1 | -10 | -8 | -0.5 | 1 | -2 | 2 | 3 | 2 | 1
21 | Cn1c(=O)c2cc(NC(=O)NCc3ccccc3)ccc2n1Cc1ccc(Cl)cc1 | -1 | -4 | -6 | -14 | 4 | 1 | 0 | -5 | -7 | 6
22 | O=C(Cn1ncc2c(=O)oc3ccccc3c21)N1CCc2ccccc2C1 | 4 | -2 | 2 | 0.3 | -3 | -1 | -2 | -8 | -7 | 8
23 | CC(=O)NC1Sc2ccccc2N=C1c1ccccc1 (configuration not stated) | 0 | -4 | 11 | -18 | 1 | 26* | 3 | -13 | 10 | 0
24 | O=C(COC(=O)c1ccccc1O)Nc1cccc(S(=O)(=O)NC2=NCCCCC2)c1 | 1 | -6 | 1 | 2.9 | -4 | -5 | -3 | 3 | -12 | 2
25 | CC1(C)CC(=O)C(CC2=C(N)CC(C)(C)CC2=O)=C(N)C1 | -1 | 7 | 3 | -0.2 | 1 | -1 | 0 | 10 | 13 | 5
26 | COc1ccc(C(=O)C2CCCN(Cc3cccn3-c3ccccn3)C2)c(OC)c1 (configuration not stated) | -4 | 7 | 4 | -0.7 | -1 | -2 | -2 | 7 | 6 | -1
27 | Cn1nc(C(=O)NCc2ccccc2)cc1C(=O)NCc1ccccc1 | -5 | -1 | -5 | 0.3 | 7 | 11 | 2 | -7 | -9 | 0
28 | Cc1nc2cc(NC(=O)N3CCC(c4ccccc4)C3)ccc2n1C (configuration not stated) | 0 | 1 | 3 | 0.2 | -5 | -3 | 0 | 6 | 2 | 4
29 | COCCn1c(SCc2cccnc2)nnc1-c1c[nH]c2ccccc12 | -3 | 13 | 10 | 0.4 | -7 | -2 | 0 | 7 | 1 | 0
30 | O=C(CN1CCN(c2ccccn2)CC1)NC1CCCCC1 | -4 | 0 | 9 | -0.4 | -3 | -2 | -1 | 2 | -11 | 4
31 | CC(C)(C)OC(=O)NCc1ccc(CNC(=O)c2ncn(Cc3ccccc3)c2C(=O)NCc2ccc(CNC(=O)OC(C)(C)C)cc2)cc1 | 7 | 3 | -5 | 0.1 | -4 | 3 | 1 | 4 | 9 | -7
32 | O=C(Nc1cccnc1)c1cccnc1 | -3 | 8 | 7 | -0.3 | 4 | 1 | 2 | 7 | 8 | 3
33 | Cc1noc(C)c1S(=O)(=O)N1CCCCC1 | 2 | -12 | 2 | 0.6 | -6 | -2 | 2 | 4 | 0 | 4
34 | CCN(Cc1ccccc1)C(=O)Cn1cc2c(n1)CCCC2 | 5 | 9 | -11 | -0.2 | -5 | -3 | 1 | 8 | -15 | -7
35 | COC(=O)[C@]12C[C@H](CC(=O)N3CCSCC3)C(=O)N(CCc3ccc(OC)c(OC)c3)C1=C[C@H](C(C)(C)C)O[C@@H]2C | -2 | 5 | · | -0.2 | 0 | 2 | -1 | 3 | -13 | -8
36 | Nc1ncnc(N)c1N=Nc1ccccc1 | 2 | -3 | 7 | 0.0 | -11 | 4 | -9 | 5 | -7 | 0
37 | O=C(NNC(=O)C12CC3CC(CC(O)(C3)C1)C2)c1csc(N2CCOCC2)n1 | -1 | 6 | 6 | 0.3 | -1 | -1 | 0 | 6 | -6 | 0
38 | Cc1cccc(C)c1NC(=O)CNC(=O)c1c(C)nn(C)c1Cl | 0 | 1 | 1 | -0.2 | -3 | -3 | -1 | 4 | -12 | -7
39 | COc1ccc(CNCC(=O)Nc2cc(OC)cc(OC)c2)cc1 | 3 | -5 | -5 | 0.0 | 2 | -1 | 3 | -3 | -4 | -12
40 | CN(C)c1cccc(C(=O)N2CCC(n3nccc3NC(=O)C3CCOC3)CC2)c1 (configuration not stated) | -7 | -1 | -4 | -0.4 | -2 | 0 | 1 | -2 | -11 | 5
41 | COC(=O)c1cccc(F)c1C(=O)c1cccc2ccccc12 | -3 | 6 | 4 | -0.6 | -1 | -1 | -1 | 9 | -12 | -5
42 | Cc1ccc(-c2cc(C(=O)Nc3c(C)n(C)n(-c4ccccc4)c3=O)[nH]n2)c(O)c1 | 2 | -4 | 8 | -0.5 | 2 | 3 | 2 | -6 | -6 | 8
43 | COc1ccc(Br)cc1CN(C)CC(=O)Nc1cccc(S(=O)(=O)N2CCCC2)c1 | 1 | 2 | 12 | -0.1 | -4 | -1 | -1 | 0 | -9 | 2
44 | COC(=O)[C@]12CCCCC=C1N(Cc1cccc3ccccc13)C(=O)[C@H](CC(=O)NCc1cccs1)C2 | -1 | 5 | -3 | 0.6 | 0 | -2 | -3 | -8 | 5 | -5
45 | Cc1ccc(-n2c(=S)[nH]c3c(oc4ccccc43)c2=O)cc1C | 1 | 2 | -4 | 0.1 | 3 | 11 | -10 | 0 | 5 | 4
46 | COc1cccc(NC(=O)CN(C)C(=O)c2cc3c(s2)CCC3)c1 | 9 | 3 | 13 | -0.9 | 27* | 7 | 55* | 2 | -8 | 12

Screens as filed in PubChem.
